# Compound activity as filed in PubChem.
# GASC-1 inh – human JMJD2C demethylase inhibition. Q9H3R0. GST-JMJD2C(1-420) H3K9me3 demethylation, DELFIA europium. inhibition, % at 2.35 µM. hit rate 0.069% among 330,000;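 active = more than half of a compound's replicate wells show inhibition beyond 50%, single wells judged on their own value; inconclusive = some, but no more than half, of replicates pass 50% inhibition; inactive = no replicate passes 50% inhibition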;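 also: signal counts dimethyl H3K9 product captured on neutravidin plate; 0% = median of DMSO wells and 100% = 0.3 times that DMSO median; strong numbers were not always called active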
# LAP4-GFP MLPCN – alters LAP4-GFP fluorescence in TOR pathway yeast screen. hit rate 0.34% among 320,000. GFP response vs DMSO, % at 10 µM. S. cerevisiae LAP4-GFP multiplex, flow cytometry GFP, 3 h; median GFP as percent of DMSO wells;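 active = GFP response vs DMSO above a set limit, about the screen mean plus 3 SD, cut at about 150% in these data; inconclusive = under 70 cell events counted for the yeast strain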
# MEP2 TOR yeast – alters MEP2-GFP fluorescence in TOR pathway yeast screen; hit rate 0.51% among 330,000; GFP response vs DMSO, % at 10 µM; S. cerevisiae MEP2-GFP strain, flow cytometry GFP, 3 h; 100% = DMSO control level;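 active = GFP response versus DMSO above a set limit, roughly screen mean plus 3 SD, cut at about 180% in these data; inconclusive = fewer than 70 cells counted for a yeast strain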;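 also: median GFP fluorescence of the barcode-gated MEP2-GFP cells per well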
# procasp3 activ – activates human procaspase-3 | P42574 | recombinant procaspase-3 D3A, Ac-DEVD-pNA absorbance 405 nm | activation, % at 8.5 µM | hit rate 0.11% among 330,000;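 active = activation above the mean of all tested compounds plus 3 SD, cut at about 21% in these data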;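 also: 0% = DMSO alone and 100% = DMSO wells spiked with extra 5 µM PC-3 D3A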
# Target sequence (P42574 whole entry D9A/D28A/D175A): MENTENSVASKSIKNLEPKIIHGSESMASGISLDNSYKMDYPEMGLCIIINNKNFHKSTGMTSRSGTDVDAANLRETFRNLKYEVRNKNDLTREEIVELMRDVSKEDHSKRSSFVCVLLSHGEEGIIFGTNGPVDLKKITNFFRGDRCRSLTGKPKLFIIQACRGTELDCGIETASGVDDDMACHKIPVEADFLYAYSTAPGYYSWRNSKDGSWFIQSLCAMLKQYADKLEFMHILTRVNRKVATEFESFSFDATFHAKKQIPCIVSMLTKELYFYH
#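 System: Procaspase-3 D3A mutant. Medium: Zinc-free 300 mM NaCl, 50 mM HEPES, 0.01% Triton X-100. Schedule: 1 h preincubation plus 2 h reaction at 25 °C. Measured by: 405 nm absorbance of p-nitroaniline, reads at 0 and 120 min. Read-out: percent activation relative to control range.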
# AHR activator – human AHR activation; activation, % at 5 µM; hit rate 2.5% among 320,000; AHR-responsive luciferase reporter cells, luminescence; P35869; in the data active = activation above about 47%;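 also: 0% = vehicle wells and 100% = reference agonist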
# Target sequence (P35869 whole entry, looked up): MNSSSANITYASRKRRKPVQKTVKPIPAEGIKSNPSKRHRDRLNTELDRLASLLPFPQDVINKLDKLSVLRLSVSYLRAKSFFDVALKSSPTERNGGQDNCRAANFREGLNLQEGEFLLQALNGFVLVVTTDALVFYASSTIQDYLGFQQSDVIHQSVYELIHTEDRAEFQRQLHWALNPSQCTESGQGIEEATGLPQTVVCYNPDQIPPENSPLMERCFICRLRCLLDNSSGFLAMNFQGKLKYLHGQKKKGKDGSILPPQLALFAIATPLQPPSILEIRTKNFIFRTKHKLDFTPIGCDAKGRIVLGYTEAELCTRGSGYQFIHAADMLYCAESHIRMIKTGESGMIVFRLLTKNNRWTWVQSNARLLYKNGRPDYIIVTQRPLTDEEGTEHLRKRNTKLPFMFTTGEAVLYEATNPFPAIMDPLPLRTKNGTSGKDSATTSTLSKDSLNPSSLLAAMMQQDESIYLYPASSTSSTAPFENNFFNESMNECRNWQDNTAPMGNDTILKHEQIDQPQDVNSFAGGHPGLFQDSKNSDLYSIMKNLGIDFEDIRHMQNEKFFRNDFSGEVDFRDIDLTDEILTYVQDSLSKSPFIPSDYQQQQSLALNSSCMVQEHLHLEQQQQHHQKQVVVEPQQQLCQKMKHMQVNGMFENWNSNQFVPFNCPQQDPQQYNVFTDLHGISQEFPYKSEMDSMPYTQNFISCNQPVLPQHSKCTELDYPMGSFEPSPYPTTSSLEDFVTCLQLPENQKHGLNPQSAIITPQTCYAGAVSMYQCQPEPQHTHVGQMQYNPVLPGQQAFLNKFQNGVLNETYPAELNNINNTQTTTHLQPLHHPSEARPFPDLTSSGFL
# proCasp7 act – activates human procaspase-7, counter-screen for procaspase-3 activators. P55210. recombinant procaspase-7, Ac-DEVD-pNA absorbance 405 nm; D23A/D198A/D206A triple mutant, cannot self-cleave; scale: DMSO 0, 5 µM enzyme 100. activation, % at 8.5 µM. hit rate 0.093% among 330,000;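 active = percent activation above the screen-wide mean plus 3 SD, cut at about 25% in these data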
#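 System: Uncleavable procaspase-7 mutant enzyme; Amount: 2 µM procaspase-7 mutant as dispensed; Schedule: 1 h compound preincubation, 2 h substrate cleavage, 25 °C; Measured by: 405 nm absorbance of p-nitroaniline; Evaluation: percent activation from buffer-corrected 0–120 min absorbance change; Control set: low DMSO alone, high DMSO plus 5 µM PC-7.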
# RPL19A TOR yeast – alters RPL19A-GFP fluorescence in TOR pathway yeast screen. S. cerevisiae RPL19A-GFP strain, flow cytometry, 3 h; hits give low values. percent response vs DMSO, % at 10 µM. hit rate 0.3% among 330,000;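 active = percent response vs DMSO below 50%; inconclusive = fewer than 70 events counted for the yeast strain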;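 also: median channel GFP fluorescence of the barcoded RPL19A-GFP strain; ratio of sample median GFP to plate DMSO average so 100% = DMSO; lower means less RPL19A-GFP as with rapamycin TOR inhibition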
# Yeast superoxide – caloric restriction mimetics inhibiting age-related superoxide in yeast; S. cerevisiae aged cells, superoxide DHE fluorescence; hits give low values; hit rate 0.18% among 330,000; AID 2690; superoxide response (% of plate mean), % at 10 µM;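 active = superoxide response under a set limit, about three screen SD below normal, cut at about 65% in these data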;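 also: yeast aged for seven days with compound at 30 °C before DHE staining; 100% = average MFI of all compound-treated wells on the plate with controls excluded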
# The depositor's hits bear a star; i = inactive; ? = inconclusive; · = not tested or not shown; [ ] = another dose, or the depositor's remark. This is a random part of the collection, and some 3.8% of all compounds hit somewhere here.
SMILES,GASC-1 inh,LAP4-GFP MLPCN,MEP2 TOR yeast,procasp3 activ,AHR activator,proCasp7 act,RPL19A TOR yeast,Yeast superoxide
CCOC(=O)N1CCN(C(=O)C2CCCN(S(=O)(=O)c3ccc(OCC)cc3)C2)CC1 (centres undefined),-7,88,102,4,-1,-1,110,101
COc1cc(SC)ccc1C(=O)Nc1ncc(C)s1,8,116,95,10,15,6,88,89
CC(C)OCCCNC(=O)c1ccc2c(=O)n(Cc3ccc4c(c3)OCO4)c(=S)[nH]c2c1,2,101,106,4,-1,2,101,90
CCOc1ccccc1NC(=O)CSc1nnnn1C1CCCC1,69,95,107,3,4,4,101,110
CCOc1ccccc1C(=O)NCC(=O)NNC(=O)c1cccc(S(=O)(=O)Nc2ccc(OC)cc2)c1,14,108,101,8,2,-2,100,91
O=C(O)c1sccc1Oc1ccc(NS(=O)(=O)c2ccccc2)cc1,4,88,106,9,0,5,101,107
Cc1ccc(C(=O)NCCNS(C)(=O)=O)cc1,-3,97,104,0,-1,-13,103,105
CCCCOc1ccc(C(=O)NCC(=O)NCC(c2ccc(F)cc2)N2CCOCC2)cc1 (centres undefined),-8,106,97,4,4,0,95,125
CC(C)CC(C(=O)NC1CCCCC1)N(Cc1cccs1)C(=O)c1snc(C(N)=O)c1N (centres undefined),-4,90,95,-7,2,-4,92,91
S=c1[nH]ccn1-c1cccc(Cl)c1Cl,-1,104,105,0,2,-9,103,98
Cc1ccccc1C(=O)N/N=C/c1ccccn1,5,93,104,-6,14,9,101,108
Cc1ccccc1OCC(=O)Nc1ccc(N2CCN(S(C)(=O)=O)CC2)cc1,-16,100,99,4,-4,-6,98,95
O=C(CCNS(=O)(=O)c1ccc2c(c1)CCC(=O)N2)Nc1ccc(F)c(F)c1,8,113,114,-6,0,7,103,116
CCOc1ccc(NC(=S)NCCCN2CCN(C3CCCCC3)CC2)cc1,6,96,103,-13,0,-4,99,109
COc1cc(OC)cc(C(=O)N2CCN(Cc3ccc4c(c3)OCO4)CC2)c1,-4,100,117,-5,-4,3,97,99
O=c1nc(-c2ccccc2)c2ccccc2[nH]1,-4,93,100,5,4,-7,96,108
CC(C)C[C@H](NC(=O)OC(C)(C)C)c1nnc(SCC(=O)Nc2ccc(Br)cc2)o1,-2,98,97,-2,-1,-8,98,109
CCCCC(=O)OCC(=O)c1cc(C)n(-c2c(C)n(C)n(-c3ccccc3)c2=O)c1C,11,99,100,12,-1,8,100,98
COc1ccccc1CN1CC(C(=O)NCCCc2ccc(F)cc2)CCC1=O (centres undefined),0,104,108,-3,5,-1,101,93
C=CCn1c(C)cc(C(=O)COC(=O)c2cncc(Br)c2)c1C,0,122,114,7,-1,3,112,79
O=C1Nc2ccc(S(=O)(=O)N(CCO)CCO)c3cccc1c23,26,96,103,·,·,·,108,96
Cc1ccc(C)c(C(=O)COC(=O)CNS(=O)(=O)c2ccccc2)c1,13,?,?,10,1,1,?,104
CN1CCN(c2ncnc3c2cnn3-c2ccc(Cl)cc2)CC1,-12,105,108,7,-6,1,102,102
COCCCNc1nnc(Cc2ccccc2)c2ccccc12,15,94,95,7,2,1,91,82
COc1ccccc1CNC(=O)c1cc(-c2cccnc2)nc2ccccc12,-9,104,95,12,23,-6,94,101
COc1cccc(CNC(=O)CCCc2nnc3n(C)c(=O)c4sccc4n23)c1,-9,98,103,5,2,-5,98,88
COc1cc(C2Nc3ccc4ccccc4c3C3=C2C(=O)CC(C)(C)C3)ccc1OC(C)C(=O)O (centres undefined),-3,97,106,1,18,2,102,109
CCOC(=O)CN(Cc1sccc1C)C(=O)Nc1cccc(OC)c1,-3,95,100,8,-11,9,105,96
COc1ccc(-c2nc3ccccc3o2)cc1NC(=O)CSc1ccc(Cl)cc1,1,94,102,-1,12,1,98,93
Cc1ccc(C2CC(=O)C=C(Nc3ccc(Cl)cc3)C2)cc1 (centres undefined),-3,97,99,8,7,-7,100,99

# Copied from above for reference:
SMILES,GASC-1 inh,LAP4-GFP MLPCN,MEP2 TOR yeast,procasp3 activ,AHR activator,proCasp7 act,RPL19A TOR yeast,Yeast superoxide
O=c1nc(-c2ccccc2)c2ccccc2[nH]1,-4,93,100,5,4,-7,96,108
CC(C)C[C@H](NC(=O)OC(C)(C)C)c1nnc(SCC(=O)Nc2ccc(Br)cc2)o1,-2,98,97,-2,-1,-8,98,109

# Next entries follow:
SMILES,GASC-1 inh,LAP4-GFP MLPCN,MEP2 TOR yeast,procasp3 activ,AHR activator,proCasp7 act,RPL19A TOR yeast,Yeast superoxide
CC1CC(C)CN(C(=O)CNC(=O)c2ccc3ccccc3c2)C1 (centres undefined),-14,107,97,-2,-2,-1,102,91
Cc1c(NC(=O)C(C)OC(=O)Cc2ccc(F)cc2)c(=O)n(-c2ccccc2)n1C (centres undefined),6,99,102,7,-2,-3,96,103
COc1ccc(-c2ccc3ccccc3n2)cc1OC,-9,91,104,-5,2,-6,105,107
CCc1ccc(/C=C2\CN(CC)Cc3c2nc2ccccc2c3C(=O)O)cc1,-13,102[may fluoresce violet],453*[may fluoresce violet],2,3,7,65[may fluoresce violet],109
Cc1ccc(S(=O)(=O)CCc2nc3ccccc3[nH]2)cc1,0,100,110,0,5,-4,101,94
CCC(C)C(NC(N)=O)C(=O)Nc1ccc(C)c(Cl)c1 (centres undefined),2,91,98,-2,6,-5,97,87
CCc1nnc(NC(=O)CC23CC4CC(CC(Br)(C4)C2)C3)s1,6,96,98,-5,3,6,95,94
CC(C)(CNc1ccc([N+](=O)[O-])cc1C#N)N1CCOCC1,24,102,102,-10,0,-31,97,100
Cc1ccc(NC(=O)c2[nH]cnc2C(=O)NN)cc1,-2,98,102,8,79*,-9,102,113
COCCn1c(SCC(=O)N2CCCCC2)nc2cccnc21,-15,98,103,-1,3,2,101,87
CCN1CCN(c2ccc(NC(=O)c3ccc(F)cc3)cc2Cl)CC1,5,99,96,-2,10,5,95,92
CCCNC(=S)N1CCC(C(=O)c2ccc(Cl)cc2)CC1,-12,94,98,-2,-5,1,99,112
CCCCCCSc1nsc(NC(=O)CCC)n1,1,115,108,1,-11,-2,111,117
O=C(Nc1ccc(N2CCN(C(=O)c3cccs3)CC2)c(Cl)c1)c1ccco1,-3,115,114,0,-2,3,101,134
CCCCOc1ccc(CN(C)c2ncnc(N)n2)cc1,-1,114,99,7,3,8,95,121

# Entries above printed as active in AHR activator:
Molecule,GASC-1 inh,LAP4-GFP MLPCN,MEP2 TOR yeast,procasp3 activ,AHR activator,RPL19A TOR yeast
Cc1ccc(NC(=O)c2[nH]cnc2C(=O)NN)cc1,-2,98,102,8,79*,102

# Next section
SMILES,GASC-1 inh,LAP4-GFP MLPCN,MEP2 TOR yeast,procasp3 activ,AHR activator,proCasp7 act,RPL19A TOR yeast,Yeast superoxide
CC(C)(O)C#Cc1ccc(C(=O)Nc2ccc3c(c2)OCO3)s1,20,94,96,-6,29,-1,94,104
O=C(Cc1cccc(C(F)(F)F)c1)NCc1ccc(Cl)cc1,-2,102,105,-7,-5,7,96,102
COc1ccc(-c2nnc(Nc3ccc(OC)c(C(=O)N4CCCCC4)c3)c3ccccc23)cc1,0,·,·,2,3,6,·,94
O=C(Nc1ccccc1C(=O)N1CCN(Cc2ccccc2)CC1)c1ccccn1,1,98,103,2,10,14,100,92
O=C(Cn1c(=O)cnc2ccccc21)NCC(=O)Nc1ccc(F)c(F)c1,6,126,110,-9,5,7,100,109
CC1CCC(NC(=O)C2CCC(CNc3c(N4CCCCC4)c(=O)c3=O)CC2)CC1 (centres undefined),4,105,92,-5,0,7,99,100
CN(/N=C/c1ccc(O)cc1O)c1ncc(C(F)(F)F)cc1Cl,7,98,96,-7,4,1,98,104
CCCCN(C(=O)C(C)(C)Oc1ccc(Cl)cc1)c1c(N)n(CCC)c(=O)[nH]c1=O,5,114,109,6,1,0,106,99
O=C(C(c1ccccc1)c1ccccc1)N1CCN(CCN2C(=O)c3cccc4cccc(c34)C2=O)CC1,4,101,102,6,10,16,98,100
CCOc1ccc(NC(=O)C2CCN(C(=O)C3CC(=O)N(c4ccc(C)cc4)C3)CC2)cc1 (centres undefined),1,102,99,3,0,4,95,92
O=C(COc1ccccc1)N1CCN(S(=O)(=O)c2cccs2)CC1,8,99,101,12,-2,0,·,93
COc1ccc(OC)c(NS(=O)(=O)c2ccc3c(c2)CCC(=O)N3)c1,3,99,97,-3,-1,-5,101,76
Cc1ccc(C(=O)c2ccccc2C(=O)Nc2ccccc2)cc1,4,105,97,-2,2,8,104,99
Cc1cc(C)c(-n2c(SCC(=O)N3CCOCC3)n[nH]c2=O)c(C)c1,-6,99,107,-4,3,1,102,112
CCN(CC)C(c1ccc(F)cc1)c1nnnn1C1CCCCC1 (centres undefined),9,96,100,5,0,9,98,98
CCC(=O)Nc1cccc(-n2nnnc2SCC(=O)NCc2ccco2)c1,12,93,99,-4,1,-3,95,109
Cc1cc(SCc2ccc(Cl)c(Cl)c2)nc(=O)[nH]1,3,96,102,4,3,2,98,102
Cc1ccc2c(CC(=O)N(CC3CCCO3)c3c(N)n(Cc4ccccc4)c(=O)[nH]c3=O)coc2c1 (centres undefined),2,107,97,-8,-1,7,96,89
COc1cc(C(=O)Nc2cccc(-c3nc4cc(C)ccc4o3)c2)cc(OC)c1OC,-13,93,103,-1,5,-14,101,94
O=C1C(Cl)=C(NS(=O)(=O)c2ccc([N+](=O)[O-])cc2)C(=O)c2ccccc21,0,93,88,-8,15,-10,97,187
Cc1nnsc1C(=O)N/N=C/c1c(F)cccc1Cl,-4,97,104,2,0,2,105,98
COc1ccc(-c2cc(C(=O)NCC3CCCO3)on2)cc1OC (centres undefined),7,94,101,-3,5,-3,96,80
CCN(CC)CCOC(=O)c1ccc(NC(=O)COc2cc(=O)n(CC)c3ccccc23)cc1,6,82,91,8,-4,8,96,98
O=C(c1ccccc1Oc1ccc(C(F)(F)F)cc1[N+](=O)[O-])N1CCOCC1,i,101,106,2,-2,6,103,94
CC(=O)c1ccc(NC(=O)CCCN2C(=O)/C(=C/C(C)=C/c3ccccc3)SC2=S)cc1,-4,103,106,0,1,-10,99,99
Cc1ccccc1-n1c(SCC(=O)N2CCCC2)nnc1-c1ccccn1,22,102,98,-1,0,7,100,98
CC1(C)CC(=O)C/C(=N/NC(=O)COc2ccc(Cl)cc2Cl)C1,3,104,100,-2,-1,4,100,103
CC1=C(C)CC(C(=O)NNC(=O)c2cccc(Cl)c2)C(C(=O)O)C1 (centres undefined),2,103,101,2,14,-2,101,99
COc1ccc(-c2sc3cc(OC)c(OC)cc3c2C#CC2(O)CCCCC2)cc1,-5,91,94,0,35,1,92,106
Cc1cc(SCC(=O)Nc2c(C)n(C)n(-c3ccccc3)c2=O)nc2ccccc12,-13,97,94,-2,3,6,96,83
O=C(O)CCc1ccc(S(=O)(=O)Nc2ccccc2C(=O)NCCc2ccccc2)cc1,-5,100,106,7,26,6,100,109
CC(CC#CCN1CCOCC1)OCCC#N (centres undefined),7,97,99,-3,-1,4,100,101
CCCn1c(SCC(=O)N2CCc3ccccc3C2)nc2c1c(=O)n(C)c(=O)n2C,177,103,91,0,1,0,100,97
CC12CCC(=O)N1C(C(=O)NNC(=O)COc1ccccc1F)CS2 (centres undefined),1,106,100,0,-1,-1,100,90
